Screening results as filed in PubChem.
MT1-MMP txn act = MT1-MMP promoter transcription activation; HT1080 MT1-MMP promoter luciferase reporter, luminescence, overnight; hits give high values; activation factor at 10 µM; actives 0.16% (n = 86,000);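 active = activation factor of at least 2 for MT1-MMP transcription at 10 µM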
CD11b adhes enh = enhancers of human CD11b/CD18 binding to fibrinogen; P05107+P11215; K562 CD11b/CD18 adhesion to fibrinogen, ATPlite luminescence; activation, % at 10 µM; actives 0.07% (n = 93,000); AID 1499;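 active = 10 µM primary screen giving 50% or more activity, confirmed by 40% or more on retest at that dose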; also: strong numbers were not always called active
ERb SRC1 inh = ER-beta (human) coactivator binding inhibition; Q92731; TR-FRET ER-beta LBD / SRC1-Cy5 peptide binding; receptor agonist-loaded with 1 µM estradiol; inhibition, % at 25.6 µM; actives 1.3% (n = 86,000);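 active = compounds whose percent inhibition of the receptor-coactivator binding signal exceeds about 50% in the single-dose screen, limit read from the data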;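 also: 0% = receptor plus peptide wells without compound and 100% = peptide-only wells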
Target sequence (Q92731 whole entry, looked up, the tested form may be a part): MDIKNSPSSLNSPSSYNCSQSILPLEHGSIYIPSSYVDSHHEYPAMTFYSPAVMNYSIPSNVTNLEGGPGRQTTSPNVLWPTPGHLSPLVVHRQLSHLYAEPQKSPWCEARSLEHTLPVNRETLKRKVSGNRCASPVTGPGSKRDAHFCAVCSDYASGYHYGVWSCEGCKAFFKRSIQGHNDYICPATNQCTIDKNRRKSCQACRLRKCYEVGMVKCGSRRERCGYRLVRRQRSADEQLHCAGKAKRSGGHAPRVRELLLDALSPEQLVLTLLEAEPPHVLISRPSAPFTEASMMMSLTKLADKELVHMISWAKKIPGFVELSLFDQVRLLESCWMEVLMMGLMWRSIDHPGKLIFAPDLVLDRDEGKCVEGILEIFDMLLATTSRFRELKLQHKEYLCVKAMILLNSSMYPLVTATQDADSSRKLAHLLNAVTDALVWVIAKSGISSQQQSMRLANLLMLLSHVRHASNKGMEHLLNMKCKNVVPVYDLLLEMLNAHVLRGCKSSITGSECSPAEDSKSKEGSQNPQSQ
ERa SRC1 inh = blocks coactivator binding to human estrogen receptor alpha | inhibition, % at 25.6 µM | AID 629 | actives 1.7% (n = 86,000) | TR-FRET ER-alpha LBD / SRC-1 peptide, estradiol-bound | P03372; in the data active = inhibition above about 50%;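 also: 0% = receptor plus peptide control and 100% = peptide only without receptor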
Target sequence (P03372 whole entry, looked up, the tested form may be a part): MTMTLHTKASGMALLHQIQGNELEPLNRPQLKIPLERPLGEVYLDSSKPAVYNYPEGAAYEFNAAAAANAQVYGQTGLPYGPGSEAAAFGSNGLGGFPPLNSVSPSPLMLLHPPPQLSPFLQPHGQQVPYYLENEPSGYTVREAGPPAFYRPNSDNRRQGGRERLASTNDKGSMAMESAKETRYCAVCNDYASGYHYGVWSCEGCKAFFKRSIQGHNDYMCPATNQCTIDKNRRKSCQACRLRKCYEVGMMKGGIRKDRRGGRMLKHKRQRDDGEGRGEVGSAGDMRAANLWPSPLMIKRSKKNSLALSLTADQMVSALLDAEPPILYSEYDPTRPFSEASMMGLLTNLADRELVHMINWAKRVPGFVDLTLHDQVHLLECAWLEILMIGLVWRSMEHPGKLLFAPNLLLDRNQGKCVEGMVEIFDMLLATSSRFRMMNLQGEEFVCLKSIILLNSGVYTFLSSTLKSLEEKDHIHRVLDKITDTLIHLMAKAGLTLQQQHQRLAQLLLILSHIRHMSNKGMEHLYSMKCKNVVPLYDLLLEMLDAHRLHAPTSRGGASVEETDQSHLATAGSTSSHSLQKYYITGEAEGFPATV
H69AR growth 86K = blocks growth of human H69AR lung tumor cells | viability, % at 10 µM | actives 6% (n = 85,000) | H69AR lung tumor viability, ATP luminescence, 72 h; hits give low values;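 active = viability at or below 40%; inactive = viability above 40%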;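 also: multidrug resistant small cell line overexpressing MRP-1 efflux transporter; 100% = mean luminescence of untreated control wells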
HUVEC prolif 384 = inhibitors of human endothelial cell proliferation | HUVEC proliferation, CellTiter-Glo luminescence, 72 h; hits give low values | viability, % at 10 µM (by protocol) | actives 1.1% (n = 86,000);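 active = viability at or below 30%; inactive = viability above 30%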;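 also: 100% = median luminescence of DMSO-only cell control wells on each plate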
Fibroblast inh = blocks proliferation of human lung fibroblasts; LL 47 human lung fibroblast viability, ATP luminescence; hits give low values; viability, % at 10 µM; actives 1.1% (n = 85,000); AID 719;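 active = viability at or below 50% in the single dose screen; inactive = viability above 50%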;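 also: compound exposure lasted 72 h before the ATP readout; 100% = median luminescence of untreated cell-only wells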
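Material: Human LL 47 lung fibroblast cells | Input: 1,150 cells/well | Buffer or medium: IMEM plus 15% FBS | Compound dosing: 0.1% DMSO in all compound wells | Times: Overnight cell rest, 72 h compound treatment at 37 °C | Signal: CellTiter-Glo luminescence measuring cellular ATP | Measure: % viability versus median cells-only luminescence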
Smad3 inh = inhibitors of human Smad3 transcription factor binding; P84022; TR-FRET Smad3/Dy647-FoxH1 peptide binding, europium anti-His; inhibition, % at 25 µM; actives 0.29% (n = 88,000); AID 630;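 active = compounds that reduce the energy-transfer binding signal between the protein and its labelled peptide by more than half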;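 also: 0% = Smad3 plus labelled peptide maximal FRET and 100% = peptide-only background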
ERa SRC1 pot = enhances coactivator binding to human estrogen receptor alpha. P03372. TR-FRET ERalpha-LBD/SRC-Cy5 coactivator binding, 2 h; 100 = basal binding, no effect. coactivator binding (% of control), % at 25.6 µM. actives 1.3% (n = 86,000); in the data active = activity above about 200%;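 also: binding measured in presence of low estradiol as agonist stimulus; 0% = peptide alone without receptor and 100% = receptor with peptide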
* hit, by the source's call; · = no result given; [ ] = another dose, or the depositor's remark. These rows are one share of the data; rates above refer to the full screens.

SMILES	MT1-MMP txn act	CD11b adhes enh	ERb SRC1 inh	ERa SRC1 inh	H69AR growth 86K	HUVEC prolif 384	Fibroblast inh	Smad3 inh	ERa SRC1 pot
CCOC(=O)c1[nH]c(C)c(/C(O)=C2\C(=O)C(=O)N(CCCN(C)C)C2c2cccnc2)c1C (centres undefined)	1.1	-1	-19[fluorescence artefact?]	3	92	94	104	21	108
N=c1c2c(n(Cc3cccc(Cl)c3)c3c1CCC3)CCCC2	1.2	·	-2[fluorescence artefact?]	-4	76	83	68	-2	96
CC(C)Oc1ccc(CSc2nnc3n(C)c(=O)c4c5c(sc4n23)CCCC5)cc1	1.2	·	-6	-5	70	80	100	-8	104
CC(=O)Oc1cc(OC(C)=O)c2c(C)cc(=O)oc2c1	1.1	2	-2	8	88	83	99	-2	111
O=C(COC(=O)c1n[nH]c2ccccc12)NC(=O)NC1CCCC1	1	-6	-8	2	92	98	102	-6	89
CC(C)OCCCNC(=O)c1cc2c(=O)n(C)c3ccccc3c2n1C	1	-5	-10	-4	68	77	97	-3	107
CN1CCN(S(=O)(=O)c2ccc(NC(=O)Cc3cccs3)cc2)CC1	1.1	3	44	40	102	81	93	5[fluorescence artefact?]	72[fluorescence artefact?]
O=C(NC1CCCCC1)c1cccc(COCC(F)(F)F)c1	1.1	·	13	26	98	97	97	-8	108
CCn1c(SCc2nc(-c3ccccc3)no2)nnc1-c1cccs1	·	0	0	6	83	92	98	-2	101
COCCn1c(=O)c2c(nc3n2CCN3c2ccc(C)cc2)n(C)c1=O	1.2	-2	-7	7	82	100	99	7	141
CCC(c1nnc(SCC(=O)Nc2ccc(C(=O)Nc3ccccc3OC)cc2)o1)N(C)C (centres undefined)	1.2	20	-3	0	84	90	112	3	106
CC1CCN(C(=O)C(NS(=O)(=O)c2cccc3nsnc23)c2ccccc2)CC1 (centres undefined)	1.4	·	-14[fluorescence artefact?]	2	59	92	101	22	112
COc1ccc(C(=O)c2cc3ccc(O)cc3oc2=O)cc1	1.2	-1	-3	4	62	104	102	8	97
Cc1cccc(OCCn2c(=S)[nH]c3ccccc32)c1	1.3	·	-15	-22	81	85	91	13	57
COC(=O)c1ccc(NC2=CC(=O)CC(C)(C)C2)cc1	1	0	2	-5	91	102	107	10	94

One compound at a time, as listed above. Order of values: MT1-MMP txn act	CD11b adhes enh	ERb SRC1 inh	ERa SRC1 inh	H69AR growth 86K	HUVEC prolif 384	Fibroblast inh	Smad3 inh	ERa SRC1 pot
CCOC(=O)c1[nH]c(C)c(/C(O)=C2\C(=O)C(=O)N(CCCN(C)C)C2c2cccnc2)c1C (centres undefined) is entered as 1.1	-1	-19[fluorescence artefact?]	3	92	94	104	21	108
CN1CCN(S(=O)(=O)c2ccc(NC(=O)Cc3cccs3)cc2)CC1 is entered as 1.1	3	44	40	102	81	93	5[fluorescence artefact?]	72[fluorescence artefact?]
CCn1c(SCc2nc(-c3ccccc3)no2)nnc1-c1cccs1 is entered as ·	0	0	6	83	92	98	-2	101
Cc1cccc(OCCn2c(=S)[nH]c3ccccc32)c1 is entered as 1.3	·	-15	-22	81	85	91	13	57
COCCn1c(=O)c2c(nc3n2CCN3c2ccc(C)cc2)n(C)c1=O is entered as 1.2	-2	-7	7	82	100	99	7	141

Additional results.
SMILES	MT1-MMP txn act	CD11b adhes enh	ERb SRC1 inh	ERa SRC1 inh	H69AR growth 86K	HUVEC prolif 384	Fibroblast inh	Smad3 inh	ERa SRC1 pot
COC(=O)CN(c1ccc(OC)cc1)S(=O)(=O)c1c(C)noc1C	1.3	-1	41[fluorescence artefact?]	29	85	111	102	-2	60
COc1cccc(NC(=O)CSc2nnc(-c3ccoc3C)n2-c2ccccc2)c1	1	-4	-5	0	91	92	101	0	102
O=C1CSC2(CCCCC2)N1CCO	1.1	2	-7	-6	91	102	106	-5	104
CCn1c(COc2cccc3cccnc23)nnc1SCC(=O)O	1	-1	-9	-2	96	94	94	5	121
Cc1ccc(NC(=O)c2cccc(N3C(=O)CCC3=O)c2)nc1	1.1	1	-1	-11	89	106	103	5	103
CC1CCN(c2ccccc2NC(=S)NC(=O)c2ccc(-c3cccc([N+](=O)[O-])c3)o2)CC1	1.1	0	-5	-8	99	106	95	10	113[fluorescence artefact?]
CCOC(=O)NC(=O)CSc1nnnn1-c1ccc(C)cc1	1.1	1	1	8	105	100	105	0	118
COC(=O)c1sccc1NC(=O)Cn1cnc2c1c(=O)n(C)c(=O)n2C	1	3	7	2[fluorescence artefact?]	81	92	104	-7	99
CCN(CC)S(=O)(=O)c1ccc(NC2CCCc3ccccc32)nc1 (centres undefined)	1.2	·	-6	21	87	90	94	7	118
O=C(O)CCC1(C(=O)O)OCCc2ccccc21 (centres undefined)	1	-5	29	33	94	98	101	-16	97
Cn1c(Cn2c(=O)sc3ccccc32)nnc1SCC(=O)N1CCc2ccccc21	1.1	·	-7	0	95	87	95	4	181
Cc1ccc(-n2c(C)c([N+](=O)[O-])c3ccc(O)c(CN(C)C)c32)cc1	1.5	1	-2	4	41	62	90	11	104
O=C(CCCCCn1c(=S)[nH]c2cc3c(cc2c1=O)OCO3)N1CCN(Cc2ccccc2)CC1	1	31	29[fluorescence artefact?]	40[fluorescence artefact?]	50	57	99	9[fluorescence artefact?]	109[fluorescence artefact?]
CCC(C)[C@H](NC(=O)Nc1ccc(C(C)=O)cc1)C(=O)OC (some centres undefined)	1.1	4	-3	2	99	109	104	-2	132
CCCCCc1ccc(-c2ccc(=O)[nH]n2)cc1	1.4	-1	-8	-11	88	37	88	-1	119
O=C(COC(=O)c1ccccc1OCc1ccc(Cl)cc1)NC1CC1	1.1	·	6	24	107	102	110	-8	64
[O-][n+]1c2c(c3c4non(O)c4ccc31)CCCC2	1	-6	14	1	93	57	103	-7	96[fluorescence artefact?]
Cc1cccc(N(CC(=O)NCCC2=CCCCC2)S(C)(=O)=O)c1C	0.9	-2	-5	-8	97	104	98	-8	102
Fc1cccc(Cl)c1Cn1nnc2c(N3CCC4(CC3)OCCO4)ncnc21	1.2	-1	1[fluorescence artefact?]	5[fluorescence artefact?]	65	89	94	-7	105
Nc1ccc(C(=O)Nc2nc3ccccc3s2)cc1	·	-1	-3	-9	70	89	99	-7	117
Cc1ccccc1OCc1nc(-c2ccc(NC(=O)c3ccco3)cc2)no1	1.2	·	8	2	93	70	94	-6	120
O=C(CNC1CCCCCC1)Nc1ccc(S(=O)(=O)NC2CC2)cc1	1	-5	-4	2	96	93	97	3	122
Cc1cc(C)c(C)c(OCC(=O)NCCN(C)C)c1	1.1	2	6[fluorescence artefact?]	1[fluorescence artefact?]	98	92	102	9	105[fluorescence artefact?]
Cc1occc1-c1nc(-c2ccncc2)no1	1.1	4	10	-5	83	80	99	5	112
Cc1cccc(-c2noc(CCC(=O)NCc3ccccc3)n2)c1	1	1	-3[fluorescence artefact?]	3[fluorescence artefact?]	89	91	96	6	116
Cc1cc(C(=O)Nc2ccc(N3CCOCC3)cc2)c2ccccc2n1	1.2	12	8	3	91	89	100	2	113
CCN=C(Nc1ccc2c(c1)OCO2)SC1CC(=O)N(c2ccc(OC)cc2)C1=O (centres undefined)	1.2	·	8	16	85	82	96	13	113
Nc1nc2c3ccccc3nc(Cc3ccccc3)n2n1	1	-4	8[fluorescence artefact?]	13	102	105	101	-22	104
COc1ccc(Cn2nnnc2CN(Cc2cc3ccc(C)cc3[nH]c2=O)C2CCCC2)cc1	1.2	0	1	-4	63	100	92	-1	98
O=C(NC1CCCCC1)C(c1cccs1)N(Cc1cccs1)C(=O)c1ccco1 (centres undefined)	1	-1	0[fluorescence artefact?]	-2	87	100	90	-8	81
O=C(Nc1ccccc1)N(CCN1CCOCC1)Cc1cccc(Cl)c1	1.1	-8	8[fluorescence artefact?]	1[fluorescence artefact?]	78	84	105	7	112
O=C(C1CCN(S(=O)(=O)Cc2ccccc2)CC1)N1CCN(c2ncccn2)CC1	1.1	3	10	6	93	93	101	30	150[fluorescence artefact?]
Cc1nn(CC(=O)NCC2CCCO2)c(=O)c2ccccc12 (centres undefined)	1	0	-3	-6	81	85	99	4	117
CN1C(=S)SC(N(O)C=C2C=CC(=O)C=C2)C1(C)C (centres undefined)	1.1	-2	-5	-8	88	89	99	2	114
O=C(CN1C(=O)C2(OCCO2)c2ccccc21)c1ccc(F)cc1	1.1	-2	-10	-5	97	87	93	1	135
Cc1c(NS(=O)(=O)c2cccc(C(=O)NCc3ccc(Cl)cc3)c2)c(=O)n(-c2ccccc2)n1C	1.1	-1	3	-7	89	79	91	-10	97
CCCOc1ccc(C2c3c(oc4ccccc4c3=O)C(=O)N2CCN(CC)CC)cc1OC (centres undefined)	1.1	-5	1	-9	·	96	90	5	116
Cc1ccc(-c2noc(C3CCN(S(C)(=O)=O)CC3)n2)o1	1.4	-3	7	-5	90	94	96	7	102
COc1ccccc1Cn1c2nc3ccccc3nc2c2c(=O)n(CC(C)C)cnc21	1.1	·	6	17	78	97	109	0	141
CC1CCN(CCCn2c(=S)[nH]c3ccc(N4CCOCC4)cc3c2=O)CC1	0.9	·	-11[fluorescence artefact?]	-12	72	85	92	2	104[fluorescence artefact?]
Cc1ccc(N2CCN(c3cc(C)nc4c5c(C)cc(C)nc5nn34)CC2)cc1	1	1	15	4	87	104	105	12[fluorescence artefact?]	139
O=C(NCc1ccco1)C(c1cccs1)N(C(=O)C1COc2ccccc2O1)c1cccc(O)c1 (centres undefined)	1	0	-5[fluorescence artefact?]	2	83	86	98	8[fluorescence artefact?]	89
CCC(C)(C)n1nnnc1C(C(C)C)N1CCSCC1 (centres undefined)	1	-7	0	5	98	102	108	-2	85
C[C@H](NC(=O)OC(C)(C)C)c1nnc(SCC(N)=O)o1	1	0	-12[fluorescence artefact?]	7[fluorescence artefact?]	89	88	96	7	111
CC1CCN(C(=O)C2c3ccccc3C(=O)N3CCc4ccccc4C23)CC1 (centres undefined)	1.3	-5	-4	-1	89	88	97	1	623*[fluorescence artefact?]
Cn1cnnc1SCc1ccc(C#N)cc1Cl	1.1	2	-2	6	94	95	103	5	109
CC1=C(C(=O)OC(C)C)C(C2CC=CCC2)NC(=O)N1 (centres undefined)	0.9	0	-7[fluorescence artefact?]	-4	100	98	104	3	89
O=C(NCCC1=CCCCC1)c1ccc2c(c1)N(Cc1ccccc1)C(=O)CS2	1.1	0	1[fluorescence artefact?]	7[fluorescence artefact?]	91	83	98	-5	109
CCOC(=O)c1ccc(N2C(=O)c3n[nH]c(C)c3C2c2ccccn2)cc1 (centres undefined)	1	6	32	12	90	98	92	-12	47[fluorescence artefact?]
COc1ccc(C(C)=O)cc1COC(=O)Cc1n[nH]c(=O)c2ccccc12	1.3	0	1	-2	95	78	98	2	118
OCc1ccccc1CNCc1ccccc1	1.1	-4	-3	3	87	98	103	3	114
Cc1ccc(C(c2nnnn2CCc2ccccc2)N2CCC(C)CC2)cc1 (centres undefined)	1.3	·	-3	-3	60	91	78	15	91[fluorescence artefact?]
CC1CN(C2CCN(C(=O)COc3ccc(Cl)cc3)CC2)CC(C)O1 (centres undefined)	1.1	0	5	0	101	90	94	-3	92
O=C(OCC(=O)N1CCN(c2ccccc2)CC1)c1ccc2ncsc2c1	1.1	1	36[fluorescence artefact?]	37	109	117	97	5	102
Cn1ccs/c1=N\S(=O)(=O)c1ccc(C(C)(C)C)cc1	·	-6	0	-2	89	101	100	-4	94
O=C(NC1CCCCC1)c1ccc(S(=O)(=O)N2CCCC2)cc1	1.1	·	-2[fluorescence artefact?]	-9	92	88	100	5[fluorescence artefact?]	105[fluorescence artefact?]
Cc1cccc2[nH]c3c(=O)n(CCN4CCNCC4)cnc3c12	1.1	1	-3	-11	·	80	95	-2	114
